Screening results as filed in PubChem BioAssay.
Gli-Sufu antag: blocks Gli-Sufu signaling in a luciferase reporter. Sufu-KO-LIGHT fibroblasts, Gli luciferase reporter luminescence. inhibition, % at 5 µM. 340,000 compounds, 0.74% hits;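 active means inhibition above about 55%, limit read from the data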;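 further: 0% = DMSO-treated cells and 100% = wells with medium but no cells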
UPR XBP1 act: adaptive UPR (XBP1) activation; CHO-XBP1 luciferase reporter, IRE1-XBP1 UPR activation, luminescence; percent of tunicamycin response, DMSO as zero; activation, % at 20 µM; 330,000 compounds, 0.33% hits;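 active means versus positive control, 20 µM dose yields 30% or more activation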;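 further: 100% = tunicamycin at 10 µg/mL and 0% = DMSO only wells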
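Material: CHO cell line with stable XBP1 luciferase reporter; buffer or medium: F12 medium containing 10% fetal bovine serum; compound: single point, 20 µM final compound, 1% DMSO; incubation: 6 h treatment, 37 °C; measured by: glow luminescence from Steady-Glo reagent; evaluation: activation, % of tunicamycin; control set: tunicamycin high, DMSO low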
CCR6 antag: blocks CCL20-driven beta-arrestin recruitment at human CCR6. 340,000 compounds, 0.49% hits. inhibition, % at 20 µM. CHO-K1 CCR6 PathHunter beta-arrestin, luminescence, CCL20-stimulated. AID 493098;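 active means compounds whose inhibition of the agonist-driven luminescence signal at 20 µM reaches about 50%, limit read from the data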;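 further: cells stimulated with CCL20 at 14 nM final; plate controls were DMSO with CCL20 for no effect and DMSO without agonist for full effect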
Target sequence (P51684 whole entry, looked up): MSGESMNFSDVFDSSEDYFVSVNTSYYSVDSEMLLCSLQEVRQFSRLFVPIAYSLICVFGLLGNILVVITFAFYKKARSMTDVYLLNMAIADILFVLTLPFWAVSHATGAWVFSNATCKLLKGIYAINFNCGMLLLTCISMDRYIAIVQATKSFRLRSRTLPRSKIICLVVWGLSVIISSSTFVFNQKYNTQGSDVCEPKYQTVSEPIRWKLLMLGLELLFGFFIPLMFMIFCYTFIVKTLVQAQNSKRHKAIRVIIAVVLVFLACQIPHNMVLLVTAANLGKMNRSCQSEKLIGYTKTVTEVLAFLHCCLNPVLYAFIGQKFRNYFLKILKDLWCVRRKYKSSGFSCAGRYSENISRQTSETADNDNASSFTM
Mdm2 MdmX PPI: inhibitors of human Mdm2/MdmX interaction. O15151+Q00987. 330,000 compounds, 3% hits. SaOS-2 split-luciferase Mdm2/MdmX complementation, luminescence. AID 485346. inhibition, % at 8 µM;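 active means inhibition of at least 50% at 8 µM in the primary screen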
Jurkat NFkB inh: lowers PMA/ionomycin-induced NF-kB signal in Jurkat cells; AID 435003; PMA/ionomycin-induced NF-kB luciferase reporter, luminescence; inhibition, % at 4 µM; 330,000 compounds, 0.53% hits; in the data active means inhibition above about 50%
697 NFkB inh: lowers PMA/ionomycin-induced NF-kB signal in 697 B cells; 330,000 compounds, 0.33% hits; AID 435022; inhibition, % at 4 µM; 697 B-cell NF-kB luciferase reporter, 16 h; in the data active means inhibition above about 35%
EBI2 block: EBI2 (human) antagonism; EBI2 beta-arrestin recruitment, luminescence, 7a,25-OHC stimulated; AID 651636; 360,000 compounds, 0.81% hits; P32249; inhibition, % at 5 µM; in the data active means inhibition above about 38%;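 further: enzyme fragment complementation signal reports receptor beta-arrestin coupling in cells; 0% = agonist plus DMSO wells and 100% = wells without agonist; some results beyond the cut were filed as inactive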
Target sequence (P32249 whole entry, looked up, the tested form may be a part): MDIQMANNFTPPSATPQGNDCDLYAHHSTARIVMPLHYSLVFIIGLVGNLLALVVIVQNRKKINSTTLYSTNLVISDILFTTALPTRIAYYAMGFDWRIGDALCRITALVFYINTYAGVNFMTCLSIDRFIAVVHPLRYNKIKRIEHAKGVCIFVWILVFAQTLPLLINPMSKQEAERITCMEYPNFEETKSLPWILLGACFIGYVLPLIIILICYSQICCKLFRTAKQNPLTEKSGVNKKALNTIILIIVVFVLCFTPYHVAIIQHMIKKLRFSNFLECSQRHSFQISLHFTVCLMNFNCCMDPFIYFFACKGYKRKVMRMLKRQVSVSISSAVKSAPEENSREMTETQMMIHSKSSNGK
UPR CHOP act: apoptotic UPR (CHOP) activation | activation, % at 10 µM | AID 449763 | CHO-CHOP luciferase reporter, luminescence; percent of tunicamycin response over DMSO baseline | 330,000 compounds, 0.34% hits;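 active means at 10 µM dose, activation of 40% or more, normalized to positive control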;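 further: 100% = tunicamycin at 10 µg/mL and 0% = DMSO alone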
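Test system: CHO-CHOP cells, stable luciferase reporter of PERK-eIF2a-CHOP signalling | Quantity: 500 CHO-CHOP cells per well | Buffer or medium: F12 plus 10% serum | Compound dosing: 10 µM single point, 0.5% DMSO | Schedule: 6 h compound treatment, 37 °C | Signal: Luciferase luminescence | Control set: Tunicamycin high control, DMSO low control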
CXCR6 block: blocks human CXCR6 beta-arrestin recruitment; O00574; CHO-K1 PathHunter CXCR6 beta-arrestin, luminescence; inhibition, % at 20 µM; 360,000 compounds, 0.36% hits; AID 602244; in the data active means inhibition above about 34%, passing the limit was not always enough;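 further: antagonist mode with CXCL16 agonist at 10 nM final; 0% = 10 nM CXCL16 with DMSO and 100% = unstimulated wells without agonist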
Target sequence (O00574 whole entry, looked up): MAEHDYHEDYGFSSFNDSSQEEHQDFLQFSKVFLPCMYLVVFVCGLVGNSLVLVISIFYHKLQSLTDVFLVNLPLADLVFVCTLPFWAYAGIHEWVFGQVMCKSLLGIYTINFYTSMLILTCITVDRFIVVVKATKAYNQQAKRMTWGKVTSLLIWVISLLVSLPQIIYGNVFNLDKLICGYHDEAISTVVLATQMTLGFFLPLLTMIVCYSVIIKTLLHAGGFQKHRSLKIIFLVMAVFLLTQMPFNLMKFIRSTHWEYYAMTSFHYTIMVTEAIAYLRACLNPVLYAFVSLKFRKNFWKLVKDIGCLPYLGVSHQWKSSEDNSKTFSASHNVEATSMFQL
* marks the source's active call; other numbers are inactive results; . = no result given.

cpd	Structure	697 NFkB inh	Mdm2 MdmX PPI	Jurkat NFkB inh	UPR XBP1 act	EBI2 block	UPR CHOP act	Gli-Sufu antag	CXCR6 block	CCR6 antag
1	CC1CCC(C(C)C)C(OP(=O)(c2ccc(N(C)C)cc2)C(O)c2cccnc2)C1 (configuration not stated)	22	16	18	1	.	0.6	.	.	.
2	CCN(CC)S(=O)(=O)c1cccc2cccnc12	7	-11	6	0	-7	-2.4	1	-7	-10
3	CN1CCN(C2Cc3ccc(Cl)cc3Sc3ccc(F)cc32)CC1 (configuration not stated)	-34	54*	-29	10	-17	1.8	-5	-11	15
4	O=S(=O)(NN1CCOCC1)c1ccc(Br)s1	-12	-13	-19	0	-2	-0.3	0	5	12
5	O=C(N/N=C1/CC(c2ccccc2)Oc2ccccc21)C1CC1 (configuration not stated)	-8	47	1	4	5	1.2	3	8	-2
6	CCCc1cc(=O)oc2c(C)c(OC(C)C(=O)NCC(O)c3ccccc3)ccc12 (configuration not stated)	27	22	8	-5	-1	1.5	10	3	14
7	COC(=O)c1c(C)nc2ccccc2c1C(=O)O	-4	-8	-5	0	-2	1.8	-20	-3	7
8	COC(=O)c1ccc(NC(=S)NNC(=O)CC(C)C)cc1	-6	-7	-19	-1	-3	0.8	-17	15	26
9	CCOc1nc(-c2ccccc2)ncc1Oc1ccccc1	-18	9	-14	0	-15	0.4	1	-7	17
10	Cc1ccc(N2C(=O)CC(Sc3ccccc3C(=O)O)C2=O)cc1 (configuration not stated)	13	0	1	2	-11	-0.5	2	5	-3
11	O=C(O)C(c1ccccc1)C1(O)CCCC1 (configuration not stated)	14	19	5	-3	-8	-2.7	9	12	44
12	CCOc1ccccc1NC(=O)NCCc1c[nH]c2ccccc12	6	-5	0	2	36	-1.4	-1	-1	12
13	CCN=C1SC(CC(=O)NC(C)c2ccccc2)C(=O)N1CC (configuration not stated)	-9	11	6	3	-4	-1.4	-17	13	19
14	Cn1c(SCC(=O)n2c3c(c4ccccc42)CCCC3)nnc1-c1ccccc1	-36	-33	25	2	6	1.8	-3	-6	6
15	O=C(Oc1ccc2ccc(=O)oc2c1)C1CCCCC1	-3	-20	-6	-1	-8	0.4	-1	-4	12
16	O=C(O)[C@H](Cc1ccccc1)NC(=O)C(c1ccccc1)(c1ccccc1)c1ccccc1	-6	-37	-13	0	-6	-0.1	-4	11	1
17	O=C(C1COc2ccccc2O1)N1CCN(S(=O)(=O)c2cc(F)ccc2F)CC1 (configuration not stated)	23	17	9	-3	-2	-2.0	-4	0	-3
18	Cc1c(C(=O)N(C)C2CCCCC2)sc2ncnc(N3CCN(c4ccccc4F)CC3)c12	-31	48	-2	-2	19	1.8	11	9	17
19	C[C@H](NC(=O)[C@@H]1Cc2ccccc2CN1C(=O)OC(C)(C)C)C(=O)NCC1CCCO1 (some centres not stated)	5	5	6	-2	-11	3.6	-9	-12	-6
20	CC(NC(=O)CCNC(=O)N1CCn2c1nc1ccccc12)c1ccccc1 (configuration not stated)	5	5	-4	-2	-4	1.1	-45	-7	-1
21	COc1ccc(-n2c(CNc3ccc(C)cc3)nnc2SCC(=O)Nc2nc(-c3ccccc3)cs2)cc1	15	34	4	0	2	-1.4	3	-6	-16
22	COc1ccc([C@H]2CC(=O)C=C(c3ccc4ncccc4c3)C2)cc1	-65	19	48	0	82*	1.4	-13	7	17
23	CCC1C(=O)c2ccccc2N(C)C1=O (configuration not stated)	-17	-32	-2	-1	-1	-1.3	-1	3	8
24	O=C(N/N=C/c1cc(Br)cs1)C(O)c1ccccc1 (configuration not stated)	18	23	-2	2	7	2.7	10	-8	7
25	Cc1ccccc1C(=O)N1CCN(c2ncnc3c2cnn3-c2ccccc2)CC1	-12	-6	17	1	1	-1.4	26	-1	-6

Entries listed above marked active in EBI2 block:
no.	structure	697 NFkB inh	Mdm2 MdmX PPI	Jurkat NFkB inh	UPR XBP1 act	EBI2 block	CXCR6 block	CCR6 antag
22	COc1ccc([C@H]2CC(=O)C=C(c3ccc4ncccc4c3)C2)cc1	-65	19	48	0	82*	7	17

(continued)
cpd	Structure	697 NFkB inh	Mdm2 MdmX PPI	Jurkat NFkB inh	UPR XBP1 act	EBI2 block	UPR CHOP act	Gli-Sufu antag	CXCR6 block	CCR6 antag
26	Cn1nc(C(=O)NNC(=O)c2ccc(Cl)cc2)ccc1=O	14	24	4	0	0	1.1	-6	2	11
27	CC1(c2nnc(-c3cccc(Cl)c3)o2)CC(c2ccc(Cl)cc2)=NO1 (configuration not stated)	10	4	-2	0	-2	-0.4	21	3	14
28	CC1(C)CC(O)(CCNCc2ccc3c(c2)OCO3)CCO1 (configuration not stated)	5	4	-12	0	-10	-0.2	8	4	-1
29	CS(=O)(=O)N1CCCC(C(=O)NCc2ccc(F)cc2Cl)C1 (configuration not stated)	-4	0	-1	1	-15	-1.2	5	8	7
30	CCOC(=O)c1c(C)[nH]c(=S)c(C#N)c1-c1ccc(Cl)cc1	-16	9	-1	-4	-5	-3.3	-5	5	12
31	CCN(CC)S(=O)(=O)c1cc([N+](=O)[O-])ccc1NNC(=O)Nc1ccccc1OC	7	-14	14	-3	12	-1.7	10	34	47
32	O=C(N/N=C/c1ccncc1)C12CC3CC(CC(C3)C1)C2	7	-23	-2	-1	1	-0.2	58*	0	-2
33	O=C(CCC1CCCN(C(=O)c2ccoc2)C1)NCc1ccccc1F (configuration not stated)	7	-19	8	-2	2	1.3	2	9	3
34	O=C(c1ccc(N2C(=O)CCC2=O)cc1)N1CCOCC1	-28	-12	-22	0	8	1.2	5	1	-4
35	CCOC(=O)N1CCC(NC(=O)C(NS(=O)(=O)c2ccc3c(c2)CCN3C(C)=O)C(C)C)CC1 (configuration not stated)	-9	-11	-4	-2	-3	-0.6	-12	-7	9
36	COc1ccc(N2C(=O)NC3CC2(C)Oc2ccccc23)cc1OC (configuration not stated)	6	9	17	1	-5	-3.0	5	-2	6
37	O=C(O)c1ccccc1NC(=S)NC(NC(=O)c1ccccc1[N+](=O)[O-])C(Cl)(Cl)Cl (configuration not stated)	2	17	-1	2	4	2.6	1	-2	3
38	CCn1c(SCC(=O)N2CCN(C(=O)c3ccco3)CC2)nnc1C(C)C	4	-2	-18	-5	-3	0.9	-6	-6	-13
39	Cn1nc(C(=O)NCC2CCCO2)c2ccccc2c1=O (configuration not stated)	12	13	6	-1	1	0.7	-6	3	-8
40	Cc1ccc(S(=O)(=O)Nc2ccc(-c3cn4ccc(C)cc4n3)cc2)cc1	-15	9	-7	-2	18	3.1	11	-18	-11
41	O=C(O)c1nc(-c2ccccc2)n(-c2cccc(C(F)(F)F)c2)n1	6	13	0	1	4	1.0	14	-5	7
42	CCOC(=O)c1c(C)[nH]c(C(=O)OCC(=O)Nc2cc(Cl)ccc2OC)c1C	16	28	7	2	5	2.8	5	-6	-4
43	O=C(Cc1cccc(NC(=O)C2CCN(C(=O)C3CCCCC3)CC2)c1)Nc1cccc(C(=O)N2CCOCC2)c1	.	.	.	.	2	.	-22	-7	-14
44	CNC(=S)NNC(=O)c1sccc1C	-7	-3	-2	0	-5	-0.4	-9	11	-10
45	C/C(=N\Nc1ccc([N+](=O)[O-])cc1[N+](=O)[O-])c1ccc(-n2nncc2C(C)(C)C)cc1	2	-16	-1	-4	4	0.3	20	0	4
46	O=C(COC(=O)COc1ccc2ccccc2c1)NC1CCCc2ccccc21 (configuration not stated)	-13	-18	-2	0	-7	0.3	1	-6	1
47	O=C(CCN1C(=O)/C(=C/c2ccc(F)cc2)SC1=S)NCCCn1ccnc1	-44	1	-7	-2	2	0.3	11	-6	-1
48	CCOC(=O)C1CCCCN1Cc1cn[nH]c1-c1ccc(F)cc1F (configuration not stated)	9	10	5	-3	-31	0.5	5	-2	4
49	CC(C)c1c(C(=O)N/N=C/c2ccc(C(F)(F)F)cc2)nnn1-c1nonc1N	-69	-3	-14	-1	11	1.8	-8	-9	2
50	O=C(CSc1ncnc2sc3c(c12)CCCCC3)NCc1ccco1	-26	49	-10	-1	-7	0.0	-4	-3	13

Entries 49–50, quoted:
cpd	Structure	697 NFkB inh	Mdm2 MdmX PPI	Jurkat NFkB inh	UPR XBP1 act	EBI2 block	UPR CHOP act	Gli-Sufu antag	CXCR6 block	CCR6 antag
49	CC(C)c1c(C(=O)N/N=C/c2ccc(C(F)(F)F)cc2)nnn1-c1nonc1N	-69	-3	-14	-1	11	1.8	-8	-9	2
50	O=C(CSc1ncnc2sc3c(c12)CCCCC3)NCc1ccco1	-26	49	-10	-1	-7	0.0	-4	-3	13

(continued)
cpd	Structure	697 NFkB inh	Mdm2 MdmX PPI	Jurkat NFkB inh	UPR XBP1 act	EBI2 block	UPR CHOP act	Gli-Sufu antag	CXCR6 block	CCR6 antag
51	COc1cc(CNC(=O)c2ccc3c(c2)S(=O)(=O)c2ccccc2C3=O)cc(OC)c1	13	3	10	4	-3	0.3	-3	-18	-1
52	CN(CC(=O)Nc1cccc(F)c1)C(=O)CCc1nc2cc(S(=O)(=O)N3CCOCC3)ccc2n1C	-21	6	-12	-1	-5	-2.0	0	0	9
53	Cn1c(CCNS(=O)(=O)c2ccc(F)cc2)nnc1SCc1cccnc1	4	14	-13	-5	-9	2.4	-20	-3	0
54	O=S(=O)(c1cccc(COc2ccc(Cl)cc2Cl)c1)N1CCOCC1	-19	3	-1	0	9	1.0	0	-15	2
55	Cc1c(N/C(=N/S(=O)(=O)c2cc([N+](=O)[O-])ccc2Cl)c2ccccc2)c(=O)n(-c2ccccc2)n1C	9	-4	7	-2	-11	-0.9	23	-17	12
56	CCOC(=O)C1(CCOC)CCN(C2C3CC4CC(C3)CC2C4)CC1 (configuration not stated)	3	-12	0	-2	-2	-1.5	8	9	-1
57	O=C(CNS(=O)(=O)c1cccc2nsnc12)NC1CCCCC1	-5	3	5	0	-3	-1.4	-2	-2	-2
58	CC(=O)Oc1ccccc1N1C(=O)c2ccc(C(=O)O)cc2C1=O	1	1	-6	2	0	-1.3	-13	1	-2
59	N#Cc1ccc(Cl)cc1NC(=O)CNc1cccc(S(=O)(=O)N2CCCC2)c1	4	24	15	0	3	0.8	4	-14	6
60	CS(=O)(=O)Nc1cccc(C(=O)OCCCOc2ccc(F)cc2)c1	-12	7	-23	-4	-6	0.9	4	6	7
61	C=CCn1cc(C(=O)OC)c(=O)c2cc(S(=O)(=O)N(CC)CC)ccc21	12	23	16	-4	2	0.0	1	-8	-7
62	COc1ccc(Nc2nc(N(C)c3ccccc3)nc(N)c2[N+](=O)[O-])cc1	-5	44	-3	2	-2	5.3	-7	0	11
63	CN(C)c1nc(Nc2ccc(Cl)cc2)nc(OCC#N)n1	-10	23	9	2	10	-1.1	-4	-10	8
64	COc1cccc(N2CCN(c3ccc4nnc(CCC(=O)Nc5ccc(F)cc5)n4n3)CC2)c1	-26	5	12	-2	-10	0.0	-15	-4	0
65	O=C(NCCc1cccc(F)c1)C1CCN(S(=O)(=O)c2ccccc2)CC1	3	-24	-16	-1	5	-0.6	8	5	8
66	CCN(CC)CCN(C(=O)c1ccccc1OC)c1nc2ccc(F)cc2s1	-26	34	-35	0	10	2.3	5	3	16
67	O=C(Nc1ccc(Cl)cc1)c1cc(-c2cccs2)on1	8	-67	-69	3	7	9.9	-43	8	8
68	COC(=O)CCCC1=CC2=CC(=O)C(C)(OC(=O)c3cccs3)C(=O)C2=CN1C1CC1 (configuration not stated)	-10	9	4	3	-14	0.6	-26	-17	-18
